# Screens as filed in PubChem.
# TNAP inh no acc = human TNAP enzyme inhibitors, primary screen, biochemical, luminescent, no phosphate acceptor, uHTS; purified TNAP, CDP-star luminescence, 30 min; inhibition, % at 20 µM; Alkaline phosphatase, tissue-nonspecific isozyme (Homo sapiens), P05186; 200,000 compounds, 0.26% hits;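 active means tissue-nonspecific alkaline phosphatase inhibition above about 50% at 20 µM in the single-dose screen, limit read from the data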;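 further: 0% = DMSO negative control and 100% = EDTA positive control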
# Target sequence (P05186 whole entry, looked up): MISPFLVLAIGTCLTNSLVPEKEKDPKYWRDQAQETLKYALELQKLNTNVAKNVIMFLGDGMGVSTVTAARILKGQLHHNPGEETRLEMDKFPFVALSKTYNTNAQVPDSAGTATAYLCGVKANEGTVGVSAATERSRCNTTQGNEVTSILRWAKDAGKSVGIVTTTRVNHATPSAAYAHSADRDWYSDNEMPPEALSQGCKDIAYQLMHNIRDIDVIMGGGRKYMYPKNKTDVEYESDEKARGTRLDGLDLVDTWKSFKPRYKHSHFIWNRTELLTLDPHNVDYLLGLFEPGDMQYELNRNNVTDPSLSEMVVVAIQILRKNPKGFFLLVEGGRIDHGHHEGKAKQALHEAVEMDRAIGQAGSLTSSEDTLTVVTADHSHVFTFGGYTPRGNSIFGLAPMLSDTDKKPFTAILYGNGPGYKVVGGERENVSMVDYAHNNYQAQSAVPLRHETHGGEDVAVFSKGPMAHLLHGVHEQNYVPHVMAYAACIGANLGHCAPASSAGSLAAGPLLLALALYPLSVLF
# HMGR II inh = inhibitors of E. faecalis class II HMGR, primary screen, biochemical, Enterococcus faecalis; HMG-CoA reductase (Enterococcus faecalis, mvaE); purified E. faecalis HMGR, NADPH absorbance 340 nm kinetic; inhibition, % at 10 µM; 190,000 compounds, 0.41% hits; AID 1066, 2008;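 active means inhibition above a set limit, the median over all tested compounds plus 3 SD, cut at about 9.5% in these data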;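 further: enzyme runs in reverse so mevalonate oxidation gives rising NADPH absorbance; 0% = complete reaction with DMSO and 100% = background rate lacking mevalonate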
# PPARg SRC2 recr = agonists of PPARg-SRC-2 recruitment, primary screen, biochemical, HTS; Peroxisome proliferator-activated receptor gamma (Homo sapiens), P37231; 200,000 compounds, 0.34% hits; PPARgamma LBD-SRC-2 recruitment; AID 1032, 2008; activation, % at 8 µM; in the data active means activation above about 22%;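 further: 0% = vehicle and 100% = reference agonist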
# Target sequence (P37231 whole entry, looked up, the tested form may be a part): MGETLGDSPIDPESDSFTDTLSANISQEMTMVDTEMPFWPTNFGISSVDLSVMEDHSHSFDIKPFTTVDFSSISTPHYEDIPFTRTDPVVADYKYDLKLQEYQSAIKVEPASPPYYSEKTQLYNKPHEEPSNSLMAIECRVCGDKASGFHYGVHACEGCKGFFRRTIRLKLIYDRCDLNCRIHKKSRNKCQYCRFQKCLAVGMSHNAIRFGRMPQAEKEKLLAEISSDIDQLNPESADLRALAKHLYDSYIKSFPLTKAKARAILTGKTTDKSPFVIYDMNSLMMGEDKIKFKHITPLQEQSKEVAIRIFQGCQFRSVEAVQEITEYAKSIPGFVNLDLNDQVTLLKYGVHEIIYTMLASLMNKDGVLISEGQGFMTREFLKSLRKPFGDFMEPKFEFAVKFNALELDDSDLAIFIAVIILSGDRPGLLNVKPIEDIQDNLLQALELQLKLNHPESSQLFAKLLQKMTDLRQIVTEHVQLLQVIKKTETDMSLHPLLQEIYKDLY
# TNAP inh hiacc = human TNAP enzyme inhibitors, primary screen, biochemical, luminescent, high phosphate acceptor level, uHTS; Alkaline phosphatase, tissue-nonspecific isozyme (Homo sapiens), P05186; purified TNAP, CDP-star luminescence, 1 M DEA; inhibition, % at 20 µM; 200,000 compounds, 0.03% hits; AID 1135, 2008;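 active means over 50% inhibition of tissue-nonspecific alkaline phosphatase at 20 µM in the single-dose screen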;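 further: plate controls were DMSO wells for no effect and EDTA-quenched wells as full inhibition for full effect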
# bIAP act = bovine intestinal alkaline phosphatase activators, primary screen, biochemical, bovine IAP, CDP-star luminescence | AID 1016, 2008 | purified bovine IAP, 30 min; active compounds read high; fold of DMSO-control signal, blank-subtracted | 200,000 compounds, 0.17% hits | activation factor at 20 µM | alkaline phosphatase, intestinal [Bos taurus];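 active means activation factor of 2 or more at 20 µM, a signal rise over negative controls twice the positive control's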
# TNAP act hiacc = TNAP activators at high phosphate acceptor level, primary screen, biochemical, luminescence, uHTS; Alkaline phosphatase, tissue-nonspecific isozyme (Homo sapiens), P05186; purified TNAP, CDP-star luminescence, 1 M DEA, 30 min; active compounds read high; 0 = EDTA background, 1 = DMSO-only activity; 200,000 tested, under 10 active; activation factor at 20 µM;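 active means activation factor at least 2 at 20 µM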
#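 system = human TNAP | amount = enzyme diluted 1/800 final | reagent = 100 µM CDP-star substrate | signal = luminescent substrate turnover signal | dosing = one dose, 20 µM | benchmarks = EDTA negative control, DMSO positive control | measure = activation factor | timing = 30 min reaction, room temperature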
# PPARg SRC-1 ag = PPARgamma agonists recruiting SRC-1 coactivator, primary screen, biochemical; PPARgamma-SRC-1 coactivator recruitment biochemical assay; 200,000 compounds, 0.41% hits; activation, % at 8 µM; in the data active means activation above about 19%;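 further: 0% = DMSO and 100% = reference agonist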
# PPARg SRC-3 ag = PPARgamma agonists recruiting SRC-3 coactivator, primary screen, biochemical. Peroxisome proliferator-activated receptor gamma (Homo sapiens), P37231. AID 731, 2007. biochemical PPARgamma/SRC-3 coactivator recruitment assay. 200,000 compounds, 0.26% hits. activation, % at 8 µM; in the data active means activation above about 23%;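 further: 0% = DMSO and 100% = reference agonist; some compounds past the cut are filed as inactive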
# TR-FRET SRC-2 ct = TR-FRET signal artefacts, primary screen, artefact control for PPARgamma SRC-2 agonist project, biochemical | AID 1049, 2008 | TR-FRET ratio at 8 µM | 200,000 compounds, 0.4% hits | TR-FRET artefact counter-screen; active compounds read high; in the data active means TR-FRET ratio above about 2000; further: inactives centre near 1500
# bIAP inhibitor = bovine intestinal alkaline phosphatase inhibitors, primary screen, selectivity assay for TNAP inhibitor project, biochemical, bovine IAP, CDP-star luminescence. alkaline phosphatase, intestinal [Bos taurus]. inhibition, % at 20 µM. purified bovine IAP, 30 min. 190,000 tested, under 10 active;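 active means over 50% inhibition of intestinal alkaline phosphatase at 20 µM in the single-dose screen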
#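 Incubation: 30 min reaction at room temperature / Material: purified bovine intestinal alkaline phosphatase (IAP) enzyme / Input: enzyme at 1/65,000,000 dilution / Dosing: 20 µM single dose / Signal: CDP-star luminescence signal / Reagent: CDP-star chemiluminescent phosphatase substrate, 30 µM final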
# The depositor's hits bear a star; i = inactive; . = not tested or not shown.
no.	SMILES	TNAP inh no acc	HMGR II inh	PPARg SRC2 recr	TNAP inh hiacc	bIAP act	TNAP act hiacc	PPARg SRC-1 ag	PPARg SRC-3 ag	TR-FRET SRC-2 ct	bIAP inhibitor
1	CS(=O)(=O)N(CCc1ccccc1)CC(=O)N1CCN(c2ccc(F)cc2)CC1	-3	-8	10	2	0.3	1	4	-2	1495	.
2	CC(=O)C1=C(C)Nc2ncnn2C1c1ccccc1OCc1ccccc1 (centres undefined)	-2	-7	4	4	1	1	6	3	1557	1
3	CCOC(=O)c1[nH]c2cc3c(cc2c1NC(=O)CN1CC(C)CC(C)C1)OCO3 (centres undefined)	-6	0	7	-7	0.9	1.1	3	-2	1226	7
4	O=C(CCS(=O)(=O)c1ccc(Br)s1)NCc1ccccc1	-9	-6	12	-4	0.8	1	0	-6	1652	23
5	Cc1ccc(NC(=O)C2=C(O)c3ccccc3N(C)S2(=O)=O)cc1	-1	-6	7	-6	0.9	1.1	-9	-2	1460	6
6	Cc1ccc(/C=C(\NC(=O)c2ccccc2)C(=O)NCCc2ccccn2)o1	-12	-7	3	3	1	1	-4	0	1339	1
7	Cc1ccc(NC(=S)N(CCCN2CCC(C)CC2)Cc2ccco2)cc1C	-11	-2	-5	-6	1	1.1	0	-1	1339	-4
8	COc1ccc(CN2CCC(CO)(Cc3cccc(C(F)(F)F)c3)CC2)cc1Cn1cccn1	-4	-3	3	-8	1.1	1.1	5	-4	1459	-7
9	Cc1ccc(N2C(=O)CSC23C(=O)Nc2ccccc23)cc1 (centres undefined)	-4	-5	-4	-1	0.9	1	-12	-5	1480	10
10	CN(Cc1ccccc1)C(=O)C1CCN(S(C)(=O)=O)CC1	-2	-10	4	-1	1.2	1	0	2	1646	-16
11	O=[N+]([O-])c1ccc(S(=O)(=O)N2CCN(Cc3c[nH]c4ccccc34)CC2)cc1	-8	1	5	-2	0.9	1	-2	2	1522	10
12	COCCNc1nnc(SCC(=O)N2CCN(S(=O)(=O)c3ccccc3)CC2)s1	-14	0	0	-7	1.1	1.1	-4	-9	1356	-9
13	COc1ccc(CNC(=O)/C=C/c2ccc(S(=O)(=O)N3CCOCC3)cc2)cc1	-8	-2	-2	-4	1.1	1	7	6	1763	-14
14	Cc1ccc(SCCN)cc1C	-19	1	4	-7	0.9	1.1	13	2	1740	6
15	CN1CCN(C(=S)Nc2cc([N+](=O)[O-])ccc2Cl)CC1	29	-4	-4	2	0.9	1	-6	-1	1579	5
16	CCSc1nc2ccccc2n1S(=O)(=O)c1ccccc1	0	-7	5	-5	0.9	1	-7	-2	1538	8
17	COc1ccc(N2C(=O)CC(NC34CC5CC(CC(C5)C3)C4)C2=O)c(OC)c1 (centres undefined)	-10	3	5	-5	0.9	1	0	3	1469	10
18	CCCCNS(=O)(=O)c1ccc2nc(SCC(=O)c3ccc(C#N)cc3)[nH]c2c1	-8	-6	5	-8	1.2	1.1	-3	4	1472	-17
19	CC(C)CCNC(=O)CCCOc1ccccc1	-12	5	6	-10	1	1.1	6	-1	1451	4
20	COCCNC(=O)C(c1cccs1)N(C(=O)Cn1nnc2ccccc21)c1cccc(C)c1 (centres undefined)	-5	-2	1	-5	1.1	1	-2	6	1704	-13

# Brought forward from above: two compounds, followed by the next part.
no.	SMILES	TNAP inh no acc	HMGR II inh	PPARg SRC2 recr	TNAP inh hiacc	bIAP act	TNAP act hiacc	PPARg SRC-1 ag	PPARg SRC-3 ag	TR-FRET SRC-2 ct	bIAP inhibitor
19	CC(C)CCNC(=O)CCCOc1ccccc1	-12	5	6	-10	1	1.1	6	-1	1451	4
20	COCCNC(=O)C(c1cccs1)N(C(=O)Cn1nnc2ccccc21)c1cccc(C)c1 (centres undefined)	-5	-2	1	-5	1.1	1	-2	6	1704	-13
21	CC(=O)[C@H]1[C@H](C#N)C[C@H]2[C@@H]3CC=C4C[C@@H](O)CC[C@]4(C)[C@H]3CC[C@@]21C	-7	6	4	0	0.8	1	10	-1	1455	17
22	Cn1cc(Br)c(C(=O)NC(=S)Nc2ccc(S(N)(=O)=O)cc2)n1	19	-3	6	11	1	0.9	5	0	1788	-4
23	O=C(COC(=O)c1cccc(Br)c1)NCCc1ccc(F)cc1	-10	-2	-8	-7	0.8	1.1	-1	-6	1463	20
24	COc1cc(NS(=O)(=O)c2cccc3nsnc23)cc(OC)c1	-4	-2	5	-2	0.7	1	4	9	1442	31
25	O=C(C1CCCN(S(=O)(=O)c2cccnc2)C1)N1CCN(c2ccccn2)CC1 (centres undefined)	7	-2	3	4	0.9	1	-4	12	1649	8
26	CC(C)[C@H](NS(=O)(=O)c1ccc2c(c1)OCCO2)C(=O)OCC(=O)Nc1ccccc1	-11	-5	-10	-1	0.9	1	-8	-5	1435	7
27	CNC(=O)NC1CCCCc2sccc21 (centres undefined)	-4	2	-5	-6	1	1.1	2	-1	1532	0
28	Cc1cccc(NC(=O)CSc2nc3c(oc4ccccc43)c(=O)n2-c2ccccc2)c1	-17	-2	-3	1	0.8	1	2	2	1633	19
29	C/C(N)=C(/C#N)C(=O)COC(=O)Cc1coc2cc(C)ccc12	-14	-1	3	1	1.1	1	-2	-2	1448	-9
30	COc1cc(/C=N/NC(=O)CSc2nc3ccccc3n2C)cc(OC)c1OC	-8	-1	13	-4	0.9	1	3	2	1655	6
31	CCN(CC)S(=O)(=O)N1CCC(C(=O)NCC2COc3ccccc3O2)CC1 (centres undefined)	-7	2	-2	0	0.9	1	6	-9	1521	6
32	O=C(Nc1ccc(OC(F)F)c(Cl)c1)C(c1ccccc1)c1ccccc1	-2	2	12	-4	0.9	1	0	0	1843	7
33	O=C(NC(c1ccccc1)C(Cl)Cl)c1ccccc1 (centres undefined)	-17	-4	-1	-2	0.8	1	2	-3	1444	18
34	CSc1ccccc1NC(=O)c1ccncc1	-8	1	4	-3	0.9	1	-2	3	1556	6
35	Cc1nn2c(-c3ccc(Cl)cc3)ccnc2c1-c1ccccc1	-12	-5	4	-1	0.8	1	-3	6	1510	17
36	COc1cc(Br)cc(CN2CCN(C/C=C/c3ccccc3)CC2)c1O	-2	-4	-8	-2	1.1	1	-4	-3	1292	-14
37	C/C(=N\NC(=O)c1cc(C(C)C)[nH]n1)c1ccco1	-56	-6	9	-2	1	1	0	0	1730	-1
38	O=C(c1cccc(C(F)(F)F)c1)C1CCCN(Cc2cccc(OCCO)c2)C1 (centres undefined)	0	-1	3	2	1.2	1	7	1	1466	-16
39	Cc1ccc(C(=O)NC(=S)Nc2cccc(NC(=O)c3ccccc3Cl)c2)cc1[N+](=O)[O-]	-29	-2	12	1	0.9	1	7	8	1711	12
40	CCNC(=S)Nc1ccc(N(c2ccccc2)C(C)C)cc1	-6	-4	7	-4	1	1	1	-2	1556	-3

# In a second layout: entries from further up.
36) COc1cc(Br)cc(CN2CCN(C/C=C/c3ccccc3)CC2)c1O
  TNAP inh no acc: -2; HMGR II inh: -4; PPARg SRC2 recr: -8; TNAP inh hiacc: -2; bIAP act: 1.1; TNAP act hiacc: 1; PPARg SRC-1 ag: -4; PPARg SRC-3 ag: -3; TR-FRET SRC-2 ct: 1292; bIAP inhibitor: -14
37) C/C(=N\NC(=O)c1cc(C(C)C)[nH]n1)c1ccco1
  TNAP inh no acc: -56; HMGR II inh: -6; PPARg SRC2 recr: 9; TNAP inh hiacc: -2; bIAP act: 1; TNAP act hiacc: 1; PPARg SRC-1 ag: 0; PPARg SRC-3 ag: 0; TR-FRET SRC-2 ct: 1730; bIAP inhibitor: -1
38) O=C(c1cccc(C(F)(F)F)c1)C1CCCN(Cc2cccc(OCCO)c2)C1 (centres undefined)
  TNAP inh no acc: 0; HMGR II inh: -1; PPARg SRC2 recr: 3; TNAP inh hiacc: 2; bIAP act: 1.2; TNAP act hiacc: 1; PPARg SRC-1 ag: 7; PPARg SRC-3 ag: 1; TR-FRET SRC-2 ct: 1466; bIAP inhibitor: -16

# The list goes on.
no.	SMILES	TNAP inh no acc	HMGR II inh	PPARg SRC2 recr	TNAP inh hiacc	bIAP act	TNAP act hiacc	PPARg SRC-1 ag	PPARg SRC-3 ag	TR-FRET SRC-2 ct	bIAP inhibitor
41	CC(C)NCCCCOc1ccc(Br)cc1Cl	-4	0	7	-4	1	1	7	2	1522	0
42	O=C(Nc1ccccc1F)C1CC1c1ccccc1 (centres undefined)	-9	0	-6	-5	1	1	0	1	1737	4
43	O=C(NC(Cc1ccccc1)C(=O)O)/C(=C\c1ccccc1F)NC(=O)c1ccccc1 (centres undefined)	-9	2	8	-7	0.8	1.1	5	0	1669	16
44	CCOc1ccc(S(=O)(=O)NCc2ccc(C)cc2)c2cccnc12	-4	-2	-4	-4	0.9	1	4	0	1653	9
45	O=C(Cc1sc(Nc2ccccc2)nc1-c1ccccc1)NCc1ccccn1	-12	-3	7	-3	1.3	1	7	3	1668	-34
46	COc1ccc(CNC(=O)C2CCCN2C(=O)NC2CCCCC2)cc1 (centres undefined)	-1	-2	9	-4	1	1	6	-3	1699	4
47	CCOc1ccc2[nH]c(=O)c(C(c3nnnn3CCOC)N3CCOCC3)cc2c1 (centres undefined)	3	-1	7	-2	1	1	-2	5	1446	2
48	CCCN(CCC)c1nc(N)nc(-c2cc(Cl)ccc2OC)n1	-8	-1	-3	-4	0.9	1	2	-1	1469	8
49	O=C(CSc1ncn[nH]1)NCc1ccc2c(c1)OCO2	12	0	0	2	1	1	4	0	1688	2
50	Cc1ccc(Oc2ccc(NC(=O)CCC(=O)OCC(=O)c3cccs3)cc2)cc1C	-3	0	15	-1	0.9	1	15	5	1672	12
51	COc1ccc(OCC(=O)Nc2ccc3oc(-c4ccncc4)nc3c2)cc1	i	-5	8	-30	1	1.3	-2	10	1713	4

# Given with each value named: 2 of the compounds above
42. O=C(Nc1ccccc1F)C1CC1c1ccccc1 (centres undefined)
- TNAP inh no acc = -9
- HMGR II inh = 0
- PPARg SRC2 recr = -6
- TNAP inh hiacc = -5
- bIAP act = 1
- TNAP act hiacc = 1
- PPARg SRC-1 ag = 0
- PPARg SRC-3 ag = 1
- TR-FRET SRC-2 ct = 1737
- bIAP inhibitor = 4

43. O=C(NC(Cc1ccccc1)C(=O)O)/C(=C\c1ccccc1F)NC(=O)c1ccccc1 (centres undefined)
- TNAP inh no acc = -9
- HMGR II inh = 2
- PPARg SRC2 recr = 8
- TNAP inh hiacc = -7
- bIAP act = 0.8
- TNAP act hiacc = 1.1
- PPARg SRC-1 ag = 5
- PPARg SRC-3 ag = 0
- TR-FRET SRC-2 ct = 1669
- bIAP inhibitor = 16

# No enrichment for hits (roughly 1.6% active in at least one column).
